Compound activity as filed in PubChem.
KAT2A inh: qHTS Assay for Inhibitors of GCN5L2; Potency, µM (series often up to 58.9 µM), without a hit: at the top dose activity change, negative = inhibition, actives largely listed as inhibitors; actives 0.21% (n = 390,000); Histone acetyltransferase KAT2A (Homo sapiens), Q92830; GCN5L2 HAT assay, ThioGlo1 CoA-SH fluorescence; active = well fitted inhibition curve with a large enough effect; inconclusive = small, poorly fitted or top-dose-only effect, or another doubt; inactive = no such curve, though single readings can be large or run the other way
Target sequence (Q92830 whole entry, looked up): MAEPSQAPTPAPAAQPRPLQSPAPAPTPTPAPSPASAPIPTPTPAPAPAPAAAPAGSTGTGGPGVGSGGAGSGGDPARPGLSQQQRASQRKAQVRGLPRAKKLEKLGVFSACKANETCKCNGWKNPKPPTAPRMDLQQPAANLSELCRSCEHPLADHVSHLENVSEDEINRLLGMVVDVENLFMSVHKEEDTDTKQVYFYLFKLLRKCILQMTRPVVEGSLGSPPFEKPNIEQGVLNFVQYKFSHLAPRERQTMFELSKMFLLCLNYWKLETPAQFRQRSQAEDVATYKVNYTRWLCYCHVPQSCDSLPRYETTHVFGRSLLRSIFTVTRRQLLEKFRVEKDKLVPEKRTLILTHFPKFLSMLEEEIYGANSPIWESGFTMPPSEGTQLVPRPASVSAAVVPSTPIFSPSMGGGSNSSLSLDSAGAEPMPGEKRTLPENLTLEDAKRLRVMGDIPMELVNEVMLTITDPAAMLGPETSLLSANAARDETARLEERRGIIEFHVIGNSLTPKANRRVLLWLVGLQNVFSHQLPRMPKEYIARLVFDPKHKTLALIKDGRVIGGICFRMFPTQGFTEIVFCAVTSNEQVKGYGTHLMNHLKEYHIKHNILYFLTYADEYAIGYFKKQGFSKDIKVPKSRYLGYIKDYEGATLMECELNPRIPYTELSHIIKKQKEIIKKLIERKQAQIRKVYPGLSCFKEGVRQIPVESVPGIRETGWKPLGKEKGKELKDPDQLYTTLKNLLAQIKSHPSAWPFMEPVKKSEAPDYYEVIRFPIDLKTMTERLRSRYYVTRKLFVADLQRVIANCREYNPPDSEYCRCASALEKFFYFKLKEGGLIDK
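GCN5L2 (20 nM) in 50mM HEPES pH 7.5, 0.1mM EDTA, 0.01% Tween-20 preincubated 15 min with compounds at room temperature. Reaction started with H3(1-25) 75uM, acetyl-CoA 70uM, ThioGlo1 50uM; CoA-thiol fluorescence (Ex340/Em540) read at 0 and 20 min.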
Numbers without * were called inactive; ? = inconclusive; & = joins results of further samples; [ ] = another dose, or the depositor's remark. % is scaled to controls: 0 for no effect and ±100 for the full control effect; potency is read from the fitted curve at half-maximal effect. These rows are one share of the data; rates above refer to the full screens.

Start of the listing, in advance (17 entries):
SMILES	KAT2A inh
c1cc2c(cc1CNc1ccc(N3CCOCC3)cc1)OCO2	4%
CC(C)CC1NC(=O)c2cc(Cl)ccc2-n2c1nc1ccccc1c2=O (stereo not drawn)	0%
CC1Cc2ccccc2N1C(=O)CSc1nnc(-c2ccc(S(=O)(=O)N3CCCCC3)cc2)o1 (stereo not drawn)	7%
COc1ccc([C@@H]2CC(=O)c3c(O)cc(O[C@@H]4O[C@H](CO)[C@@H](O)[C@H](O)[C@H]4O[C@@H]4O[C@@H](C)[C@H](O)[C@@H](O)[C@H]4O)cc3O2)cc1	-27%
CC(C)N(Cc1ccccc1)C(C)C (tested in a mixture with another compound)	-1%
COc1cc2nc3c4ccccc4n(CC#N)c3nc2cc1OC	5%
COC(=O)C1=C(C)NC(C)=C(C(=O)NCCCN2CCC(c3ccccc3)(c3ccccc3)CC2)C1c1ccc([N+](=O)[O-])cc1 (stereo not drawn)	0%
COc1ccc(C2=Nn3c(nnc3-c3ccccc3Cl)SC2)cc1OCC1CC1	-8%
COc1ccc(-c2cc(=O)c3ccc(F)cc3[nH]2)cc1	17%[88.6 µM]
O=C(Nc1ccccc1-c1ccccc1)C(=O)Nc1ccccc1-c1ccccc1	5%
CCOC(=O)N1CCN(C(=O)CCn2c(=S)[nH]c3cc(OCC)c(OCC)cc3c2=O)CC1	0%
COc1ccc(CN2C(=O)/C(=C/c3ccc(-c4ccc(Cl)c(C(=O)O)c4)o3)SC2=S)cc1	-9%
CCn1ccc2cc(S(=O)(=O)N3CCCN(C(=O)NCC(=O)OC)CC3)ccc21	11%
Cc1cccc(CNc2ncnc3ccc(-c4ccccc4Cl)cc23)c1	-11%&-11%
COc1ccc(C2C=C(c3ccc(Br)s3)Nc3ncnn32)cc1OC (stereo not drawn)	?
COc1cccc(C2/C(=C(\O)c3c(C)nc4c(C)cccn34)C(=O)C(=O)N2CCCN(C)C)c1 (stereo not drawn)	-6%
Cc1ccc(-c2cc(C(=O)N/N=C/c3c(C)nn(-c4ccccc4)c3C)[nH]n2)cc1	2%

The list itself, previewed entries included:
SMILES	KAT2A inh
c1cc2c(cc1CNc1ccc(N3CCOCC3)cc1)OCO2	4%
CC(C)CC1NC(=O)c2cc(Cl)ccc2-n2c1nc1ccccc1c2=O (stereo not drawn)	0%
CC1Cc2ccccc2N1C(=O)CSc1nnc(-c2ccc(S(=O)(=O)N3CCCCC3)cc2)o1 (stereo not drawn)	7%
COc1ccc([C@@H]2CC(=O)c3c(O)cc(O[C@@H]4O[C@H](CO)[C@@H](O)[C@H](O)[C@H]4O[C@@H]4O[C@@H](C)[C@H](O)[C@@H](O)[C@H]4O)cc3O2)cc1	-27%
CC(C)N(Cc1ccccc1)C(C)C (tested in a mixture with another compound)	-1%
COc1cc2nc3c4ccccc4n(CC#N)c3nc2cc1OC	5%
COC(=O)C1=C(C)NC(C)=C(C(=O)NCCCN2CCC(c3ccccc3)(c3ccccc3)CC2)C1c1ccc([N+](=O)[O-])cc1 (stereo not drawn)	0%
COc1ccc(C2=Nn3c(nnc3-c3ccccc3Cl)SC2)cc1OCC1CC1	-8%
COc1ccc(-c2cc(=O)c3ccc(F)cc3[nH]2)cc1	17%[88.6 µM]
O=C(Nc1ccccc1-c1ccccc1)C(=O)Nc1ccccc1-c1ccccc1	5%
CCOC(=O)N1CCN(C(=O)CCn2c(=S)[nH]c3cc(OCC)c(OCC)cc3c2=O)CC1	0%
COc1ccc(CN2C(=O)/C(=C/c3ccc(-c4ccc(Cl)c(C(=O)O)c4)o3)SC2=S)cc1	-9%
CCn1ccc2cc(S(=O)(=O)N3CCCN(C(=O)NCC(=O)OC)CC3)ccc21	11%
Cc1cccc(CNc2ncnc3ccc(-c4ccccc4Cl)cc23)c1	-11%&-11%
COc1ccc(C2C=C(c3ccc(Br)s3)Nc3ncnn32)cc1OC (stereo not drawn)	?
COc1cccc(C2/C(=C(\O)c3c(C)nc4c(C)cccn34)C(=O)C(=O)N2CCCN(C)C)c1 (stereo not drawn)	-6%
Cc1ccc(-c2cc(C(=O)N/N=C/c3c(C)nn(-c4ccccc4)c3C)[nH]n2)cc1	2%
Cc1ccc(-c2nn(-c3ccccc3)c3[nH]c(=O)c(CNCCN(C)C)cc23)cc1	1%
COc1cccc(-c2ccc(=O)n(CC(=O)Nc3ccc(S(=O)(=O)NCC(C)C)cc3)n2)c1	?
Cc1ccc(NCc2nnc(SCC(N)=O)n2CCc2ccccc2)cc1	-1%
CCCOc1ccc(C2C(C(=O)c3ccco3)=C(O)C(=O)N2CCN2CCOCC2)cc1OC (stereo not drawn)	33%[activator]
O=C1COc2cc(S(=O)(=O)CCC(=O)NC3CCCCC3)c(Cl)cc2N1	-8%
CCn1c(SCC(=O)NCc2ccco2)nnc1-c1ccncc1	0%
CCC[C@@H]1CC2=CC(=O)CC[C@]2(C)[C@H]2CC[C@@]3(C)[C@@H](CC[C@@]34CCC(=O)O4)[C@H]12	23%
CSCCC(N=Cc1c(O)n(-c2ccc(F)cc2)c(=O)[nH]c1=O)C(=O)O (stereo not drawn)	-3%
The list goes on:
SMILES	KAT2A inh
Cc1noc2nc(-c3cccs3)cc(-c3nnc4n3CCCCC4)c12	4%
Cc1[nH]c(=O)[nH]c1CN1CCCCC1	1%
C/C(=N\Nc1ccc([N+](=O)[O-])cc1[N+](=O)[O-])c1cc2c(ccc3ccccc32)oc1=O	0%
CCOc1ccccc1N(CC)C(=O)c1noc2c1COc1ccc(C)cc1-2	-2%
COc1cccc(C2CC(=O)Nc3c2c(=O)nc2c(C)cccn32)c1 (stereo not drawn)	-3%
Cc1ccc(C)c(OCCCC(=O)Nc2ccc(N3CCOCC3)cc2)c1	-3%
CNC[C@@H]1Oc2ccc(NC(=O)Nc3cccc4ccccc34)cc2C(=O)N([C@@H](C)CO)C[C@@H]1C	-11%
COc1ccc(CC(=O)NCCc2csc(-c3ccc(C(F)(F)F)cc3)n2)cc1	1%
CCc1nc(N2CCN(c3nc(C)cc(C)n3)CC2)c2oc3ccccc3c2n1	2%
O=c1cc(-c2cccc(F)c2)[nH]c2cc(F)ccc12	4%[88.6 µM]
Cc1ccc(S(=O)(=O)CC#CCOC(=O)c2ccc([N+](=O)[O-])cc2)cc1	-25%
COc1ccc(-c2nc(C)c(CCNC(=O)c3cccc(C)c3)s2)cc1OC	2%
Cc1ccc(C(=O)CSc2nnc(-c3ccccc3)n2-c2ccccc2)cc1	3%
C#CCOCCOCCOCCNc1nc(N2CCN(C(=O)[C@H]([C@@H](C)CC)n3cc([C@@H](N)CO)nn3)CC2)nc(N2CCN(C(=O)[C@H](Cc3cc4ccccc4[nH]3)n3cc([C@@H](N)C(C)CC)nn3)CC2)n1 (stereo partly drawn)	1%
COc1ccc(-c2nnc3n2N=C(c2ccccc2)CS3)cc1OC	-4%
CC(=O)c1ccc(NC(=O)C(C)Sc2nnc(C3CCCCC3)o2)cc1 (stereo not drawn)	-2%
COc1ccc(NCc2cc3cc4c(cc3n(CC(=O)Nc3ccc(C)cc3C)c2=O)OCO4)cc1	0%
CCOC(=O)c1sc(NC(=O)/C=C/c2cnn(C)c2C)c(C(=O)OCC)c1C	-10%
COc1ccc(-c2nc3ccccc3o2)cc1NC(=O)c1cccnc1	0%
O=C(Cc1ccc(Nc2nc(=S)[nH]c3ccccc23)cc1)NC1CCCCC1	-16%
COc1ccc(-c2csc3ncnc(Sc4nnnn4C)c23)cc1	-5%
OC(CNC1CCCCC1)CN1CCN(CC(O)CNC2CCCCC2)CC1 (stereo not drawn)	1%
O=C(O)CC1NC(=O)N(c2ccccc2)C1=O (stereo not drawn)	0%
CS(=O)(=O)c1nc(-c2ccco2)cc(C(F)(F)F)n1	-5%
COC(=O)C#CC(=O)OC	-9%
Next section.
SMILES	KAT2A inh
COc1ccc(CSc2nnc3n(C)c(=O)c4c5c(sc4n23)CCCC5)cc1	-10%
C=CC(C)=C[C@@]1(C)SC(=O)C(C)=C1O	4%
CC(C)n1nc(C(=O)N2CCN(S(=O)(=O)c3cccs3)CC2)c2ccccc2c1=O	0%
CSCC[C@H](NC(=O)[C@H](CC(C)C)NC(=O)[C@@H]1CCCN1C(=O)[C@H](Cc1ccccc1)NC(=O)[C@H](Cc1ccccc1)NC(=O)[C@@H]1CCC(=O)N1)C(N)=O	0%
CCc1cc2c(=O)c(-c3nc4ccccc4n3C)c(C)oc2c(CN2CCN(C)CC2)c1O	-2%
CCOC(=O)c1ccc(NC(=O)CCn2cnnn2)cc1	-4%
CC(C)c1ccc(/C=C/C(=O)NC2=NCCS2)cc1	-3%
COC(=O)C1=C(C)NC(C)=C(C(=O)OC(C)C)[C@H]1c1cccc2nonc12	-4%[21.4 µM]
COc1c(O[C@H]2O[C@@H](CO)[C@@H](O)[C@@H](O)[C@@H]2O)cc2c(c1OC)-c1ccc(SC)c(=O)cc1[C@H](NC(C)=O)CC2	1%[21.4 µM]
CCOc1ccc(CCNC(=O)CSc2nnnn2-c2ccccc2)cc1OCC	-2%
COc1cccc(CN2CCNC(=O)C2CC(=O)N(C)CCc2ccccn2)c1OC (stereo not drawn)	-2%
Cc1ccc(Nc2nnc(-c3ccc(C)c(S(N)(=O)=O)c3)c3ccccc23)cc1	-5%
CCSc1nc(N)c2c3c(sc2n1)CN(C)CC3	-2%
Cc1ccc2nc3nc(NCC4CCCO4)c(C(=O)NC4CCCCC4)cc3c(=O)n2c1 (stereo not drawn)	-2%
CCOc1ccc(/C=C2\N=C(c3cccs3)OC2=O)cc1OC	-2%
COc1ccc2c(c1)cc(CNc1ccc(OC)c(OC)c1)c(=O)n2CC(=O)Nc1ccc(F)cc1	-20%
C/C(=N\NC(=O)Cc1c(C)[nH][nH]c1=O)c1ccc2ccccc2c1	9%
CC1=NN(c2ccccc2)C(=O)/C1=C/c1cc2cc(C)ccc2nc1N1CCCCC1	?
COc1cc(NC(=O)c2cc(-c3cccnc3)nc3ccc(C)cc23)c(OC)cc1Cl	-4%
COc1cccc(/C(O)=C2/C(=O)C(=O)N(CCCN(C)C)C2c2cccc(Cl)c2)c1 (stereo not drawn)	-2%
O=C(c1cccs1)[C@@H]1[C@@H]2C(=O)N(Cc3ccc4c(c3)OCO4)C(=O)[C@@H]2C2c3ccccc3C=CN21 (stereo partly drawn)	-15%
CC1C=C[C@@H]2[C@H](C1)C(=O)N(Cc1ccccc1)[C@H]2c1ccccc1Br (stereo partly drawn)	-20%
CC1OC(O[C@H]2CC[C@]3(C)C4C=C[C@]56OC[C@@]7(CC[C@@H](C)[C@H](C)C75)[C@H](O)C[C@@]6(C)[C@]4(C)CC[C@H]3C2(C)C)C(OC2OC(CO)C(O)C(O)C2OC2OCC(O)C(O)C2O)C(O)C1O (stereo partly drawn)	-20%
CCc1nn2c(=O)cc(N3CCN(c4cc(C)nc5ccccc45)CC3)nc2s1	-12%
O=c1[nH]c(-c2ccc(-c3cccc(Cl)c3)o2)nc2ccccc12	?
Additional entries
SMILES	KAT2A inh
Cc1ccc2cc(CN(Cc3cccs3)Cc3nnnn3C(C)(C)C)c3nnnn3c2c1	-9%
C=C1CC2COC(=O)C2(Cc2ccc3ccccc3c2)C1 (stereo not drawn)	15%
CC(C)(C)[C@@H](O)C(Cc1ccc(Cl)cc1)n1cncn1 (stereo partly drawn)	-9%
O=C1C(=O)N(c2nccs2)C(c2ccccc2)/C1=C(\O)c1ccc2c(c1)OCCO2 (stereo not drawn)	-13%
Cc1cc(C)nc(N2CCN(c3nc(C)cc(C)n3)CC2)n1	-2%
CN1C=CC(=C2C=CN(C)C=C2)C=C1	-12%
S=C1NC=NC2N=CNC12 (stereo not drawn)	?
Cc1ccc(Nc2nc(C)nc(N)c2S(=O)(=O)c2ccccc2)cc1	-4%
CCn1c2ccccc2c2cc(CN3CCN(S(=O)(=O)CC)CC3)ccc21	0%
COc1cc(-c2oc3cc(O)cc(O)c3c(=O)c2O)ccc1O	0%
COc1ccccc1/C=N/N1C(=O)C(CC(=O)Nc2ccc([N+](=O)[O-])cc2OC)SC1=Nc1cccc(C)c1C (stereo not drawn)	-15%
Cc1ccc(CN2C(=O)C[C@@H](NS(=O)(=O)c3ccc4ccccc4c3)C/C=C\C2c2ccc(C)cc2)cc1 (stereo partly drawn)	-1%
C[C@H](N)C(=O)NCC(=O)N[C@H]1CSSC[C@@H](C(=O)O)NC(=O)[C@H](CO)NC(=O)[C@H]([C@@H](C)O)NC(=O)[C@H](Cc2ccccc2)NC(=O)[C@H]([C@@H](C)O)NC(=O)[C@H](CCCCN)NC(=O)[C@@H](Cc2c[nH]c3ccccc23)NC(=O)[C@H](Cc2ccccc2)NC(=O)[C@H](Cc2ccccc2)NC(=O)[C@H](CC(N)=O)NC(=O)[C@H](CCCCN)NC1=O	-19%
CCCCC(=O)Nc1sc2c(c1C(=O)OCC)CCC(C=O)=C2Cl	-10%
Cc1cc(C)n2nc(SCc3cc(=O)oc4cc(C)c(C)cc34)nc2n1	-1%
COCCn1c(-c2cccs2)nc2c(c(=O)c3ccccc3n2C)c1=O	-3%
COc1cccc(C2/C(=C(\O)c3c(C)nc4c(C)cccn34)C(=O)C(=O)N2CCCN(C)C)c1OC (stereo not drawn)	-7%
CCCNC(=O)OC[C@H]1O[C@H](CCO/N=C/C[C@@H]2C=C[C@H](OC(C)=O)[C@@H](COC(C)=O)O2)C=C[C@@H]1Oc1ccc(OC)cc1	-7%
NC(=O)C1CCN(c2nc(-c3ccc(F)cc3)cs2)CC1	-2%&-7%
